# Bioassay records: PubChem BioAssay, National Center for Advancing Translational Sciences (NCATS)
# DT40 TDP1 no CPT = qHTS for Inhibitors of human tyrosyl-DNA phosphodiesterase 1 (TDP1): qHTS in cells in absence of CPT; DT40 Tdp1-/- hTDP1 cells, no CPT, ATP luminescence, 48 h; Potency, µM (series often up to 46.2 µM), inactives show top-dose activity change, negative = growth inhibition, actives largely listed as inhibitors; 420,000 tested, 15% active; AID 686978, 2013; active = well fitted inhibition curve with a large enough effect; inconclusive = small, poorly fitted or top-dose-only effect; also: nearly all actives have a fitted effect of over 55% in size
#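 Cells were dispensed at 400 per well, compounds added by pin tool, plates incubated ≥48 hr at 37 °C, then CellTiter-Glo added for 30 min at room temperature before luminescence reading. Line: DT40 Tdp1-/- complemented with hTDP1; camptothecin omitted.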
# Starred values were filed as active, the others as inactive; ? = inconclusive. % is scaled to controls: 0 for no effect and ±100 for the full control effect; potency is read from the fitted curve at half-maximal effect. Only part of the results is shown; the hit share may differ from the screen's.
Structure,DT40 TDP1 no CPT
CCOC(=O)[C@]12CCC=C1N(Cc1ccco1)C(=O)[C@H](CC(=O)N1CCC(c3ccccc3)CC1)C2,?
CN(C)C(=O)c1cccc(-c2cnc3c(NC=O)cc(-c4ccccc4Cl)cn23)c1,5.17µM*
CCOC(=O)C1(C)CCN1C(=O)c1ccccc1C(F)(F)F (configuration not stated),-21.1%
COc1ccc2c(c1)N(C[C@H](C)CN(C)C)c1ccccc1S2,?
CC(C)(C)c1ccc(O)c(N=Cc2cccc([N+](=O)[O-])c2)c1,?
O=C(C[n+]1ccncc1)c1cccc2ccccc12,?
O=C(COC(=O)/C=C/c1ccc(Cl)cc1)NCc1cccs1,?
CCn1c(-c2ccccc2F)nc2cc(NC(C)=O)cc(C(=O)N3CCCC3c3nccs3)c21 (configuration not stated),2.3%
COCCOC(=O)N1CCCCC1c1cc(C(=O)NCc2ccc(Cl)c(Cl)c2)no1 (configuration not stated),?
COCCCn1c(=N)c(C(=O)NCc2ccco2)cc2c(=O)n3ccccc3nc21,-27.9%
C[C@H]1CN([C@@H](C)CO)S(=O)(=O)c2ccc(Br)cc2O[C@H]1CN(C)C(=O)CN(C)C,2.1%
c1cncc(C2SCCCS2)c1,-10.5%
Cc1ccc(Cn2cc(CN3CC(N4CCSCC4)CS3(=O)=O)nn2)cc1 (configuration not stated),-21.5%
CC(C)(C)n1nnnc1C(c1ccccc1)N1CCN(c2ncc(C(F)(F)F)cc2Cl)CC1 (configuration not stated),?
O=S1(=O)CCOC[C@H](Cc2ccccc2)N1Cc1ccccc1,-23.9%
N#CC1(c2cccc(Br)c2)C(=O)Nc2ccccc21 (configuration not stated),-7.4%
CC(C)C(N)c1csc(Nc2cc(Oc3ccccc3)ncn2)n1 (configuration not stated),?
Cc1nn(-c2ccccc2)c(C)c1NC(=O)COC(=O)c1ccc(NC(=O)CC#N)cc1,-6.5%
CCOc1ccc(CCN2C(=S)N([C@@H](CC(C)C)CN3CCC[C@@H]3CN3C(=S)NC[C@@H]3CC(C)C)C[C@@H]2Cc2ccc(O)cc2)cc1,11.6µM*
O=C(NC(c1ccc(-c2ccccc2)cc1)c1cnccn1)C1CCN(CCCOc2ccccc2)CC1 (configuration not stated),13µM*
O=c1[nH]c(=O)c2[nH]c(=S)n(-c3ccccc3)c2[nH]1,-4.6%
Clc1nc2ccccc2cc1-c1nnn(-c2ccccc2Br)n1,?
CC(=O)NC(c1ccccc1)c1nc(-c2ccc3ccccc3c2)cs1 (configuration not stated),?
CCOc1ccc(CCNC(=O)COC(=O)c2[nH]c(C)c(C(C)=O)c2C)cc1OCC,20.6µM*
COc1ccccc1-c1cc2nc(NCc3cccc(Cl)c3)ccn2n1,18.4µM*
COc1ccc(NC(=O)C2(C)CCN2Cc2cccc(OC)c2OC)cc1OC (configuration not stated),16.4µM*
Cc1cnc(C)c(-c2ccc(F)c3c2OC(CNC(=O)/C=C/c2cccs2)C3)n1 (configuration not stated),20.6µM*
Cn1nccc1-c1coc2c(C(=O)N3CCOCC3)cccc12,-6.4%
Cc1ccc(C)c(NC(=O)CN(C)C(=O)c2ccc(COc3ccccc3)cc2)c1,?
CCNC(=O)C1(C)CCCN(C(=O)c2cc(-c3ccccc3)cs2)C1 (configuration not stated),?

# (continued)
Structure,DT40 TDP1 no CPT
CC(C)C1C(=O)N(Cc2cn(CCC3OCCCO3)nn2)CCS(=O)(=O)N1Cc1ccc(-c2ccc(F)nc2)cc1 (configuration not stated),16.4µM*
O=C(C1CCCCC1)N1CCC2CC1c1cc(-c3ccc4c(c3)OCO4)ccc12 (configuration not stated),18.4µM*
COc1ccc(OC)c(C2C/C(=N/O)C(C)C(c3cc(OC)ccc3OC)N2)c1 (configuration not stated),-10.1%
O=C1Nc2ccccc2C1=Nc1ccccc1-c1ccccc1,?
CN1C(=O)[C@H]2[C@@H](c3ccc(C(F)(F)F)cc3)N[C@]3(CCCN(Cc4ccco4)C3=O)[C@H]2C1=O,?
Cc1c(NC(=S)NC(=O)c2ccccc2)c(=O)n(-c2ccccc2)n1C,-12.5%
CCOCCCn1c(=N)c(C(=O)NCC2CCCO2)cc2c(=O)n3cccc(C)c3nc21 (configuration not stated),?
COc1ccc(N(CC(=O)NCc2ccc3c(c2)OCO3)S(=O)(=O)c2ccc(O)c(C(=O)O)c2)cc1,-11.9%
CCc1nc2ccc(C(=O)NC3CCN(Cc4ccccc4)CC3)cn2c1N(C)Cc1ccc(N(C)C)cc1,?
CC(=O)Oc1ccc(C2(c3ccc(OC(C)=O)cc3)Oc3ccccc3NC2=O)cc1,18.8µM*
COCc1oc2ccc(NS(=O)(=O)c3ccc(C)cc3)cc2c1C(=O)OC,2.31µM*
CC1(C)CC(=O)C=C(c2ccc(COC(=O)/C=C/c3ccccc3)cc2)C1=O,20.6µM*
Cc1ccccc1-n1c(SCC(=O)NC2CC2)nc2ccccc2c1=O,16.4µM*
Cc1ccc(S(=O)(=O)N2CCN(C(=O)COC(=O)Cc3c(F)cccc3Cl)CC2)c(C)c1,?
COc1ccc(-c2ccc(CN3C(C(C)C)C(=O)N(Cc4cn(CCC5OCCO5)nn4)CCS3(=O)=O)cc2)cc1 (configuration not stated),8.2µM*
Cc1ccc(OCc2nnc(-c3ccc(Cl)cc3)o2)cc1,-1.7%
Cc1nc2sccn2c1CN1CCOc2ccc(CN3C[C@@H](C)O[C@@H](C)C3)cc2C1,8.2µM*
CC1CC(C)C(=NNC(N)=O)C(C(O)CC2CCC(=O)NC2=O)C1 (configuration not stated),2.31µM*
C[C@@H]1ON(C)[C@H]2C[C@H]3c4[nH]c5ccccc5c4CCN3C[C@@H]12,-9.7%
Cc1cc(/C=C/c2c(C)cnc3ccccc23)ccc1N(C)C,8.91µM*
CC1(C(=O)Nc2ccccc2)CCN1C(=O)C1(c2ccc(Cl)cc2)CC1 (configuration not stated),3.66µM*
COC(=O)[C@@H]1C[C@@]2(Br)c3ccccc3N(S(=O)(=O)c3ccccc3)[C@H]2N1C(=O)OC,?
Cc1ccc(S(=O)(=O)c2cnc(-c3ccccc3)[nH]c2=O)cc1,-0.8%
Cc1cn([C@H]2C[C@H](O)[C@@H](CNCc3cccc(OC4CCCC4)c3)O2)c(=O)[nH]c1=O,-3.3%
CC(C)C(=O)NCC1CCC2(CCN(Cc3ccc(-c4ccccc4Cl)o3)CC2)O1 (configuration not stated),?
CC(=O)Nc1cccc(-c2ccnc3c2CC(C)(C(=O)NCCC(F)(F)F)O3)c1 (configuration not stated),4.11µM*
CCCCc1ccc(-c2nn[nH]n2)nc1,?
COc1ccc(OC)c(NC(=O)Nc2nnc([C@H]3C[C@H](O)[C@@H](CO)O3)s2)c1,-16.6%
CN(C(=O)c1cccc(NC(=O)Cc2ccc(NC(=O)C3CCN(C(=O)c4ccccc4)CC3)cc2)c1)C1CCC1,-29.8%
Cc1ccccc1CN1C(=O)CN(S(C)(=O)=O)CC1(C)C(=O)NCc1ccccc1 (configuration not stated),-6.4%

# Structural class, the compounds so far with two or more sulfur atoms.
Structure,DT40 TDP1 no CPT
c1cncc(C2SCCCS2)c1,-10.5%
Cc1ccc(Cn2cc(CN3CC(N4CCSCC4)CS3(=O)=O)nn2)cc1 (configuration not stated),-21.5%
CCOc1ccc(CCN2C(=S)N([C@@H](CC(C)C)CN3CCC[C@@H]3CN3C(=S)NC[C@@H]3CC(C)C)C[C@@H]2Cc2ccc(O)cc2)cc1,11.6µM*

# Pulled one by one from above (three):
Structure,DT40 TDP1 no CPT
COc1ccc(OC)c(NC(=O)Nc2nnc([C@H]3C[C@H](O)[C@@H](CO)O3)s2)c1,-16.6%
Cc1nc2sccn2c1CN1CCOc2ccc(CN3C[C@@H](C)O[C@@H](C)C3)cc2C1,8.2µM*
CCCCc1ccc(-c2nn[nH]n2)nc1,?

# The listing continues.
Structure,DT40 TDP1 no CPT
O=C(NCCc1nc(-c2ccccc2Cl)no1)c1ccccc1,?
CSCCC(C(=O)Nc1c(C)cccc1C)N(Cc1ccccc1)Cc1ccccc1 (configuration not stated),?
CC(=O)NC(c1cccc(F)c1)c1nc(-c2csc3ccccc23)cs1 (configuration not stated),?
COc1ccc(CCC(=O)O)cc1,-1.7%
Cc1nc2ccc(N)nc2nc1C,0.2%
COc1ccc(CNC(=O)[C@@H]2CC=C[C@@H]3CCN(Cc4ccc(Cl)c(Cl)c4)C(=O)[C@@H]32)cc1,11.2µM*
CNC[C@H]1OCc2ccccc2-c2ccccc2C(=O)N([C@H](C)CO)C[C@H]1C,2.1%
CC(C)N(C)c1ncnc2c1ncn2[C@H]1CN(Cc2ccc3c(c2)OCO3)C[C@@H](CO)O1,?
CCCCn1nnnc1C(c1cc2ccccc2o1)N1CCN(C/C=C/c2ccccc2)CC1 (configuration not stated),16.4µM*
O=c1cc(-c2ccccc2)[nH]n1-c1ccccc1,?
NC(=S)NN=C1CCCC(C(F)(F)F)C1 (configuration not stated),23.1µM*
O=C(OCc1cn([C@H]2C[C@H](c3ccccc3)N(C(=O)c3cccs3)C[C@@H]2O)nn1)c1ccccc1,18.4µM*
CC1(C(=O)NCCC#N)CCN1C(=O)Cc1ccc(-c2ccccc2)cc1 (configuration not stated),?
C=C1CC2C3CCC4=CC(=O)C=C[C@]4(C)[C@@]3(F)[C@@H](O)C[C@]2(C)[C@@]1(O)C(=O)COC(C)=O (some centres not stated),-18.2%
CN(C)C(=O)N1CCc2ccc([N+](=O)[O-])cc21,3.9%
O=C(CSc1ccncc1)NCC1Cc2cccc(-c3cncnc3)c2O1 (configuration not stated),-26.9%
Cc1nn(CC(=O)NC2CCCCC2)c(C)c1[N+](=O)[O-],-11.3%
C[C@H]1CN([C@@H](C)CO)C(=O)CCCn2nncc2CO[C@H]1CN(C)C(=O)c1cc(-c2ccccc2)on1,-4.8%
COc1ccc2nc3ccccc3[n+]([O-])c2c1,?
COc1cc2c(cc1OC)C(C)N(CCc1ccc(Cl)cc1)CC2 (configuration not stated),?
O=C(NNC(=O)c1cccs1)c1ccccn1,?
C[C@H](CO)NC(=O)c1nc[nH]c1C(=O)N[C@@H](C)c1ccccc1,?
CC(C)(C)[C@H]1C=C(C(=O)O)O[C@@H](OCCCCO)C1,12.0%
COc1cc(CNc2ncnc3c2ncn3[C@H]2CN(Cc3cccs3)C[C@@H](CO)O2)cc(OC)c1OC,?
CCC(=O)N[C@@H]1c2ccccc2C2(CCN(Cc3[nH]c4c(Cl)cccc4c3C)CC2)[C@H]1OC,-26.5%
CC(=O)Nc1ccc(NC(=O)C2Cc3c(-c4ccc(Cl)cc4)ccnc3O2)cc1 (configuration not stated),-1.5%
Cc1ccc(-c2ccc(CN3C(C)C(=O)N(Cc4cn(CCC5OCCCO5)nn4)CCS3(=O)=O)cc2)cc1 (configuration not stated),23.1µM*
CCC(=O)N(CCC(c1ccccc1)c1ccc2c(c1)OCO2)Cc1ccc(OC(C)C)cc1 (configuration not stated),?
O=C(Cn1cnc([N+](=O)[O-])c1)Nc1ccc(Cl)cc1Cl,0.2%
C[C@@H]1CN([C@H](C)CO)C(=O)c2cc(Br)cnc2O[C@@H]1CN(C)C(=O)c1ccccc1,3.6%

# The results go on:
Structure,DT40 TDP1 no CPT
COc1ccc(CCNC(=O)C(=O)NCC2OCCN2S(=O)(=O)c2cccs2)cc1OC (configuration not stated),?
Cc1cccc2c(=O)[nH]c3c(-c4nc(-c5ccc(Cl)cc5)cs4)c(O)cn3c12,7.08µM*
Nc1c(N(CCCO)C(=O)CCCN2C(=O)c3cccc4cccc(c34)C2=O)c(=O)[nH]c(=O)n1Cc1ccccc1,?
COc1ccc(CNC(=O)c2sc(=O)n(Cc3ccccc3C)c2C)cc1,?
Cc1cccc(N2O[C@H]3C=CC2CCCC3)n1,-3.1%
O=C([C@H]1O[C@@H](n2ccc(=O)[nH]c2=O)[C@H](O)[C@@H]1O)N1CCC(F)(F)CC1,5.0%
Cc1cccc(N2CCN(C(=S)c3ccc4c(c3)OCO4)CC2)c1,5.8µM*
CC1=CC2=C(C=O)C(=O)C(C)(O)C(O)C2=CO1 (configuration not stated),?
COc1ccc(CCn2c(=S)[nH]c(=O)c3cccnc32)cc1OC,0.1µM*
Cc1nn(C)c(C)c1/C=C/C(=O)c1cccs1,?
O=C(NCc1ccc(C(F)(F)F)cc1)c1ccc(-c2cccnc2)c2ccoc12,?
Cc1ccc(N2CCN(C(=O)C(=O)c3cccc(Br)c3)CC2)cc1,?
COc1cc2c(cc1OC)C(Cc1ccccc1[N+](=O)[O-])=NCC2,23.1µM*
CS(=O)(=O)N1Cc2ccccc2CC1C(=O)OCC(=O)NCc1ccccc1 (configuration not stated),5.3%
CCOC(=O)N(C)C[C@@H]1OCc2ccccc2-c2c(n(C)c3ccccc23)C(=O)N([C@H](C)CO)C[C@H]1C,?
COc1cc(Cc2nc3ccccc3n2C(C)c2nc3ccccc3[nH]2)cc(OC)c1 (configuration not stated),?
COC(=O)c1ccc2nc(-c3cccc(Cl)c3)c(CC3CCCCC3)n2c1,-16.6%
COCCn1c(C)cc(C(=O)CSc2nc(C)nc3sc4c(c23)CCC4)c1C,20.6µM*
CCCCN1C(=O)C(CC(=O)NCCc2ccccn2)CC(C(=O)N2CCOCC2)=C1C (configuration not stated),0.7%

# Rewritten with each value named: part of the list above
> COCCn1c(C)cc(C(=O)CSc2nc(C)nc3sc4c(c23)CCC4)c1C
  DT40 TDP1 no CPT: 20.6µM*

> CCCCN1C(=O)C(CC(=O)NCCc2ccccn2)CC(C(=O)N2CCOCC2)=C1C (configuration not stated)
  DT40 TDP1 no CPT: 0.7%
